Screening results deposited in PubChem BioAssay by several laboratories.
GalR3 antagonist = antagonists of human GalR3. O60755. HEK293 GalR3-CNG cAMP membrane potential fluorescence; galR3 body fused to GalR1 C-terminus. inhibition, % at 3 µM. hit rate 0.44% among 360,000;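 active means inhibition above the screen-wide average plus 3 SD, cut at about 13% in these data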;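 further: forskolin and galanin both at EC90 stimulate the cells; cAMP rise reported by CNG channel membrane potential dye signal; 0% = forskolin plus galanin with DMSO and 100% = forskolin alone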
CRFBP-R2 block = antagonists of CRF-binding protein/CRF-R2 receptor complex; HEK293 CRF-R2/CRF-BP, CRF-induced calcium fluorescence; inhibition, % at 11.8 µM; hit rate 0.59% among 350,000;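 active means inhibition of the ligand-induced calcium signal above about 50% at the single tested concentration, limit read from the data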
IDE cell activ = IDE (human) activation, cell-based. hit rate 0.073% among 340,000. activation, % at 5.96 µM. P14735. HEK cells, FAbeta-B cleavage, fluorescence polarization; 0% vehicle, 100% cell-free pure enzyme wells. AID 493087;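 active means activation above the mean of all tested compounds plus 3 SD, set per screening campaign, cut at about 17% in these data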
CHRM4 PAM = CHRM4 positive allosteric modulation. P08173. CHO-K1 hM4/Gqi5, Fluo-8 calcium fluorescence, ACh EC20; 0% = ACh EC20, 100% = maximal ACh. activation, % at 3 µM. hit rate 0.4% among 360,000;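 active means activation above its plate's cutoff, the mean activation of sample wells plus 3 SD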; further: some results filed as inactive read as strong as hits
Target sequence (P08173 whole entry, looked up): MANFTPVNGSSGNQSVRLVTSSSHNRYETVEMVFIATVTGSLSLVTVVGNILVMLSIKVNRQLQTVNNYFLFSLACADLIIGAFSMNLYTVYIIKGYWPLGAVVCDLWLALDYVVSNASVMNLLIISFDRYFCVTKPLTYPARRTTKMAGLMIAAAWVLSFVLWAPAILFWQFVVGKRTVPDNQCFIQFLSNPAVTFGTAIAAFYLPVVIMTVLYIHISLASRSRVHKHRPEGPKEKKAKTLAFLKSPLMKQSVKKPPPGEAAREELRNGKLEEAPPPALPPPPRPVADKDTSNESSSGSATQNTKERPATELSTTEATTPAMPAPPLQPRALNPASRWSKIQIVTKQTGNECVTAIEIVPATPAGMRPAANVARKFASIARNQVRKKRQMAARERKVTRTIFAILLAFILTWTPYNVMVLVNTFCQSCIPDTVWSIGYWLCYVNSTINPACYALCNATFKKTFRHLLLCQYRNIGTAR
CRFR2-BP ag = agonists of human CRF-binding protein/CRF-R2 receptor complex; HEK293 CRF-R2/CRF-BP, calcium dye fluorescence (FLIPR); percent of saturating CRF peptide response; activation, % at 13.2 µM; hit rate 0.46% among 350,000;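 active means activation of at least 50%, plus an integration ratio under a set limit after plate pattern correction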;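 further: plate controls were neutral control wells without compound for no effect and CRF at EC100 for full effect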
PHOSPHO1 inh = inhibitors of human PHOSPHO1 phosphatase; inhibition, % at 13.3 µM; recombinant PHOSPHO1, absorbance phosphatase assay; hit rate 1.1% among 290,000; in the data active means inhibition above about 60%
IDE inh = cellular human IDE inhibition | P14735 | HEK cells, FAbetaB cleavage, fluorescence polarization | inhibition, % at 5.59 µM | hit rate 0.41% among 320,000 | AID 434962;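 active means percent inhibition above the average of all tested compounds plus 3 SD, set per screening campaign, cut at about 16% in these data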;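 further: IDE supplied by intact live HEK cells; FP after avidin binding of uncleaved biotin substrate so inhibition keeps polarization high; 0% = DMSO wells and 100% = 60 µM reference IDE inhibitor Ii1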
p-CIP stab down = compounds decreasing mouse p/CIP protein stability. decrease of EGFP signal, % at 10 µM. F442A p/CIP-EGFP cells, EGFP fluorescence, 16 h. hit rate 0.01% among 290,000;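 active means EGFP signal decrease of at least 30% at 10 µM or well 3 SD below plate mean, unless failing retest; inactive means the rest, including hits failing retest or dose response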; further: some compounds called inactive have numbers as strong as hits; many of its hits are not listed in these tables
MEKK3 PB1 HTS = modulators (inhibitors or enhancers) of MEK5 binding to human MEKK3 PB1 domain. hit rate 1.4% among 290,000. binding response (% of control), % at 10 µM. Q99759. bead-based flow cytometry, Alexa488-MEK5 binding to MEKK3; actives lie on both sides; 0 = blocked by unlabeled MEK5, 100 = vehicle;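 active means binding response more than 3 SD above or below the average of its plate-row segment, actives on both sides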;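 further: Alexa488 bead fluorescence after subtracting the streptavidin-only scavenger bead signal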
Target sequence (Q99759 whole entry, looked up, the tested form may be a part): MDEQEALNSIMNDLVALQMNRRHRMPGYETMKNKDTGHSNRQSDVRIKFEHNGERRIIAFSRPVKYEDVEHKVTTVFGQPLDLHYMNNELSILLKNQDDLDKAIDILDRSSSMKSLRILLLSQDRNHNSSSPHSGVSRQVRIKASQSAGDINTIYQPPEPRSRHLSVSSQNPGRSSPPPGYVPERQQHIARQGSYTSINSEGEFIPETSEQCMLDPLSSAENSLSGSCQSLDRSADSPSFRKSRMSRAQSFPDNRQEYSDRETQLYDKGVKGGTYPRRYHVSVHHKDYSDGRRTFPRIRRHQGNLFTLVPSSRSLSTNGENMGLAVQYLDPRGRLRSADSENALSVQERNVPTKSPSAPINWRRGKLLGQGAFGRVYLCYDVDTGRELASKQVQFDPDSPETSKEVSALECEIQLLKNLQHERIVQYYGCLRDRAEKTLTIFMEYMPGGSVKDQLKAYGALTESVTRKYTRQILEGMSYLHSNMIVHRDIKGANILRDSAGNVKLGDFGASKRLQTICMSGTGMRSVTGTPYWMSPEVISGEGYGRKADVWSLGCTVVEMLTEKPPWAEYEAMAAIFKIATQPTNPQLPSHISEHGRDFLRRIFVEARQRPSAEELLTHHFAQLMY
Starred values were filed as active, the others as inactive; . = no result given.

GalR3 antagonist,CRFBP-R2 block,IDE cell activ,CHRM4 PAM,CRFR2-BP ag,PHOSPHO1 inh,IDE inh,p-CIP stab down,MEKK3 PB1 HTS,mol
-2,-26,8,8,2.2,-15,0,-7,162*,COc1cc(/C=N/NC(=O)C(=O)NCC2CCCO2)ccc1O (stereo unspecified)
-12,0,0,-1,0.3,38,4,-5,105,COC(=O)Nc1cc(C(=O)c2ccc(Cl)cc2Cl)c[nH]1
-3,12,2,-2,0.1,.,-1,.,.,Cc1ccc(C(=O)NCC(c2ccco2)N2CCc3ccccc32)cc1 (stereo unspecified)
-8,-3,2,6,-0.6,28,-6,3,110,CCCC(=O)N(CCN(C(=O)CCC)c1ccccc1)c1ccccc1
-6,0,.,5,-1.5,.,.,.,.,Cc1ncc([N+](=O)[O-])n1CC(=O)Nc1ccccc1Cl
2,14,4,-1,-1.0,17,3,7,98,COc1ccccc1N1CCN(C2CCCN(C(=O)C3=NN(C)C(=O)CC3)C2)CC1 (stereo unspecified)
-7,6,0,-18,1.4,4,-3,-17,100,CC1CCCN(c2nc3c(c(=O)n(C)c(=O)n3C)n2CCSc2nc3ccccc3s2)C1 (stereo unspecified)
-9,-3,2,-2,3.3,.,4,.,.,C[C@@H]1CN([C@@H](C)CO)C(=O)Cc2cc(NC(=O)Nc3ccc(C(F)(F)F)cc3)ccc2O[C@@H]1CN(C)S(=O)(=O)c1ccc(Cl)cc1
0,-1,4,10,-3.5,29,-5,-42,118,CC1=NN(CCC#N)C(=O)/C1=C/c1ccc(N(C)C)cc1
0,1,0,1,-0.1,-9,0,0,.,COc1ccc(CN2CC(C(=O)N3CCOCC3)CC2=O)cc1 (stereo unspecified)
.,-1,1,8,1.3,1,-1,-8,97,CS(=O)(=O)N(CC(=O)N1CCN(c2ccccc2F)CC1)c1cc(C(F)(F)F)ccc1Cl
-2,-11,0,-3,-2.1,20,-3,-5,93,CCO[C@H]1OC(C(=O)NC2CC2)=C[C@@H](c2csc3ccccc23)[C@@H]1CCCO
3,-3,-3,-2,0.8,-7,1,-1,119,NC(=O)Cc1ccc(C(=O)c2ccccc2F)s1
-4,-10,7,15,-1.5,45,5,-11,97,O=C(C(=O)N1CCOCC1)c1c[nH]c2ccccc12
5,-7,9,-9,-1.5,6,0,-4,105,O=S(=O)(c1ccc(S(=O)(=O)N2CCOCC2)cc1)N1CCCC1
-2,2,4,-3,-1.0,.,4,.,.,O=C(Cn1cc(C(F)(F)F)ccc1=O)N1CCc2ccccc2C1
-2,5,3,-11,1.3,.,.,.,.,CN(C)S(=O)(=O)c1cccc(NC(=O)COc2ccccc2C(=O)NCc2ccccc2)c1
-2,-10,-2,-1,0.9,-33,-1,-17,102,O=C(O)CCCC(=O)Nc1nc(-c2ccccc2)cs1
.,15,0,-1,-1.7,28,3,-15,100,Cc1ccc(NC(=O)c2cccc(NC3=NC4CS(=O)(=O)CC4S3)c2)cc1C (stereo unspecified)
-7,29,7,0,-1.4,9,6,0,98,CC(C)(C)[C@@H]1C=C(C(=O)NCc2ccccc2)O[C@H](OCc2ccc(CO)cc2)C1
-4,1,1,1,0.6,2,7,0,98,O=C(Nc1ccccc1N1CCCC1)c1cccnc1
.,1,-2,-13,2.9,0,-2,-3,101,NS(=O)(=O)c1ccc(CCNC(=O)C(=O)NCC2OCCN2S(=O)(=O)c2ccc(Cl)cc2)cc1 (stereo unspecified)
-6,18,0,4,-3.4,.,1,.,.,NC(=O)NC(CC(=O)NNC(=O)c1cccs1)c1ccc(Cl)cc1 (stereo unspecified)
-12,2,-5,12,0.6,-14,-4,-2,97,Cc1ccc(CNc2nc(N)c([N+](=O)[O-])c(NCc3ccccc3)n2)cc1
-4,-8,6,-5,2.1,14,1,-3,94,COc1ccccc1-c1nc2cc3ccccc3cc2nc1-c1ccccc1
-3,-268,-43,-8,237*,32,44*,-31,100,CN1C2CCC1/C(=C/c1cccn1C)C(=O)/C2=C\c1cccn1C
0,6,6,8,0.3,4,2,2,103,CN(C)c1ccc(C=NCC2(O)CCOC(C)(C)C2)cc1 (stereo unspecified)
6,8,-2,1,5.1,.,-1,.,.,CS(=O)(=O)c1ccc(C(=O)OCC(=O)NC(=O)C2COc3ccccc3O2)cc1[N+](=O)[O-] (stereo unspecified)
-4,-29,2,6,0.3,.,8,.,.,Cc1cccc(NC(=O)CSCC(=O)N(CCC(C)C)c2c(N)n(Cc3ccccc3)c(=O)[nH]c2=O)c1
-5,5,4,5,-0.2,16,4,-11,100,C=C(C)COc1ccc(-c2n[nH]c(C)c2-c2ccc(Br)cc2)c(O)c1
-3,0,1,7,0.2,-7,1,-12,99,O=C(O)c1ccc(S(=O)(=O)c2ccccc2)cc1
-10,-4,3,-2,1.6,23,-2,-4,99,CCc1nnc(NC(=O)CCNC(=O)c2ccco2)s1
0,3,4,-5,-0.3,13,-2,-20,105,Cc1cc(C)cc(N(C(=O)c2ccc3c(c2)OCO3)C2C=CS(=O)(=O)C2)c1 (stereo unspecified)
-3,9,2,1,-0.3,32,-1,-14,.,O=C(CN1C(=O)C2C3C=CC(C3)C2C1=O)Nc1ccc(F)cc1 (stereo unspecified)
-8,-7,-3,-10,1.0,1,-1,-11,100,CCOc1ccccc1C1C2C(=O)N(c3ccccc3)C(=O)C2ON1c1ccccc1 (stereo unspecified)
-5,-4,3,6,-0.7,.,.,.,.,CC1(C)CCC(=O)c2ccccc21
3,5,3,-7,0.1,-5,3,-16,96,O=C(COC(=O)C1CCN(S(=O)(=O)c2ccccc2C(F)(F)F)CC1)NCc1ccc(F)cc1
4,13,5,2,2.0,24,1,4,112,Cc1cc2ncc(S(=O)(=O)C(C)(C)C)c(N)n2n1
-6,4,0,0,-1.3,-44,2,-6,101,C/C(=N\Nc1ccc(F)cc1)c1ccncc1
-3,54*,-8,6,-0.8,-17,3,-21,100,CC(=O)C1=C(c2cccc([N+](=O)[O-])c2)N(C(C)=O)n2c(C)nnc2S1
-9,10,5,-1,0.0,23,-2,1,100,Cc1c(Cl)cccc1NC(=O)c1cccnc1
-5,2,1,3,0.2,-4,1,0,98,Cc1c(C(=O)NCc2ccc3c(c2)OCO3)oc2ccc(Br)cc12
-4,11,1,-1,0.2,-22,3,-2,99,Nc1nnc(SCC(=O)Nc2ccc(Cl)c(C(=O)O)c2)s1
-5,6,0,3,0.1,16,10,-9,105,Cn1ncc2c(NNC(=O)c3ccc(O)cc3)ncnc21
.,22,1,-2,-1.8,-46,6,-4,103,Cc1ccccc1NS(=O)(=O)c1cc2c(cc1C)N(C)CCO2
-3,7,0,0,-2.2,38,-4,-3,98,O=C(O)c1ccccc1CSc1ccccn1
-7,14,-9,-8,0.1,11,3,9,104,O=C(Nc1ccc(F)cc1)N1CCC(c2nc3c(nnn3Cc3ccccc3Cl)c(=O)[nH]2)CC1
-2,3,0,4,-0.1,.,5,.,102,O=C(O)c1ccc(-c2noc(-c3ccc(F)cc3)n2)cc1
-1,8,-2,6,1.5,-6,3,0,95,COC(=O)Cn1c(C)c(C#N)c2ccccc21
-2,13,9,-8,1.6,24,0,-18,92,COC(=O)Nc1ccc(S(=O)(=O)N2CCCC(C(=O)N3CCN(C)CC3)C2)cc1 (stereo unspecified)
-9,-5,-1,-1,-0.6,35,-4,2,102,COC(=O)c1ccc(NC(=O)CCC(=O)c2ccc(F)cc2)cc1
-3,21,-5,-7,-1.5,8,5,6,93,CCS(=O)(=O)NCCc1csc(-c2ccc(OC)c(OC)c2)n1
-6,3,-2,26*,2.3,28,3,9,108,Cc1cc(C(=O)N/N=C2/CC(C)CC(C)(C)C2)c(C)o1 (stereo unspecified)
-2,2,-1,-2,2.8,.,2,.,.,CCN(CC)S(=O)(=O)c1cc(NC(=O)C2CCN(c3ncnc4sc(C)c(C)c34)CC2)ccc1Cl
-1,-9,4,-6,0.4,.,-2,.,.,CCN1CCN(c2ccc(S(=O)(=O)N3CCCCC3)cc2NC(=O)c2cccc(C)c2)CC1
-5,-2,.,5,-0.7,.,.,.,.,O[C@@H]1CN(Cc2cccs2)[C@@H](c2ccccc2)C[C@H]1n1cc(C2CC2)nn1
-5,-5,-3,-5,1.1,7,7,3,103,CN(C)S(=O)(=O)c1cc(NC(=O)COC(=O)CCSc2ccc(Cl)cc2)ccc1Cl
-5,42,4,12,0.3,.,-2,.,.,CC12CCC(=O)N1C(C(=O)NNC(=O)c1ccc(Br)cc1)CS2 (stereo unspecified)
2,1,-2,6,-4.7,-4,-4,-14,104,COc1ccc(S(=O)(=O)Nc2cc(C(=O)NCCC(C)C)ccc2N2CCOCC2)cc1
.,3,3,-3,0.3,.,2,.,.,CC(=O)Nc1ccc(S(=O)(=O)NCCC(=O)OCc2nc(N)nc(Nc3ccccc3C)n2)cc1

Taken from above (2 entries):
GalR3 antagonist,CRFBP-R2 block,IDE cell activ,CHRM4 PAM,CRFR2-BP ag,PHOSPHO1 inh,IDE inh,p-CIP stab down,MEKK3 PB1 HTS,mol
2,1,-2,6,-4.7,-4,-4,-14,104,COc1ccc(S(=O)(=O)Nc2cc(C(=O)NCCC(C)C)ccc2N2CCOCC2)cc1
.,3,3,-3,0.3,.,2,.,.,CC(=O)Nc1ccc(S(=O)(=O)NCCC(=O)OCc2nc(N)nc(Nc3ccccc3C)n2)cc1

New compounds follow:
GalR3 antagonist,CRFBP-R2 block,IDE cell activ,CHRM4 PAM,CRFR2-BP ag,PHOSPHO1 inh,IDE inh,p-CIP stab down,MEKK3 PB1 HTS,mol
-10,1,7,-8,-0.8,-23,-6,-6,102,CN(Cc1ccccc1)C(=O)c1ccccc1-c1ccccc1
6,12,4,8,-2.1,-2,1,0,102,CCN(c1ccccc1)c1cc(C)nc2ncnn12
-2,16,3,5,-0.7,-4,1,-8,98,COC(=O)c1ccccc1NC(=O)CN1CCOCC1
-8,-8,4,6,0.4,14,.,-7,105,C=CCOn1c(=O)c(-c2ccc(F)cc2)[n+]([O-])c2ccccc21
-5,4,1,2,-0.8,.,0,.,.,COc1ccc(C2=CCN3CCCCC3C2)c(-c2ccc(OC)c(OC)c2)c1 (stereo unspecified)
-8,8,0,-7,-1.6,14,3,-4,105,CCn1c(SCc2ccccc2)nc2cc(OC)c(OC)cc2c1=O
2,7,7,2,0.0,20,-2,0,99,Cn1c(Oc2ccc3c(c2)OCO3)nc2c1c(=O)n(Cc1ccccc1)c(=O)n2C
-11,2,-5,9,2.3,-18,4,2,100,Cn1cccc1/C=C1\SC(=S)N(NC(=O)c2ccccc2Cl)C1=O
-3,-1,-3,12,-0.9,1,5,10,87,C#CCOCCOCCOCCNc1nc(N2CCN(C(=O)Cn3cc(CCCN=C(N)N)nn3)CC2)nc(N2CCN(C(=O)[C@H](C(C)C)n3cc(CCO)nn3)CC2)n1
0,45,3,-12,-1.8,7,9,-14,105,Cc1cc(C)nc(N/N=C/c2ccccc2OCc2cccc(Br)c2)n1
-5,-14,-3,-5,-5.5,7,14,-5,99,Cc1ccccc1Nc1nn2c(=O)c3ccccc3nc2s1
-8,5,-1,-6,0.8,12,4,0,101,COCCn1cnc2c1c(=O)n(Cc1ccc(C#N)cc1)c(=O)n2Cc1ccccc1

Looked up above.
In PHOSPHO1 inh, CCN(c1ccccc1)c1cc(C)nc2ncnn12 reads -2
In GalR3 antagonist, C#CCOCCOCCOCCNc1nc(N2CCN(C(=O)Cn3cc(CCCN=C(N)N)nn3)CC2)nc(N2CCN(C(=O)[C@H](C(C)C)n3cc(CCO)nn3)CC2)n1 reads -3

Rows are unselected; about 4.2% have a hit in one of these screens.
